# Screening results deposited in PubChem by several laboratories.
# RGS4 pot: potentiators or activators of RGS4; HEK293 M3R/inducible RGS4, carbachol calcium flux Fluo4; hits give low values; B-score at 10 µM; actives 0.92% (n = 310,000); AID 463111;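 active = B-score of the integrated calcium signal more than 4 SD below the library mean, with starting fluorescence not abnormally high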;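 note: negative B-score means reduced calcium response which marks RGS4 activation or potentiation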
#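 Assay system: HEK293 FlpIn-TREx cells, stable M3R, doxycycline-inducible RGS4 / Probe or stimulus: carbachol, ECmax concentration / Times: overnight RGS4 induction, 30 min dye load 37 °C, 20 min compound RT / Signal: kinetic calcium fluorescence imaging with Fluo4-AM dye, 2 µM / Measure: Agonist-evoked peak-minus-minimum fluorescence over baseline, integrated ratio, B score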
# TRPC6 inhibitor: mouse TRPC6 channel inhibition. HEK293-TRPC6, membrane potential dye, ACh-evoked depolarization; hits give low values. actives 1.1% (n = 310,000). AID 2553. Q61143. B-score at 10 µM;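 active = B-score under library mean minus 3 SD, initial fluorescence not abnormally high, positive integrated signal ratio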;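 note: B-score derived from integrated fluorescence ratio over the kinetic read; more negative B-score means stronger inhibition of depolarization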
# RGS4 inh: inhibitors of human RGS4; AID 463165; actives 0.45% (n = 310,000); P49798; B-score at 10 µM; HEK293 M3R/RGS4 inducible, Fluo-4 calcium flux; hits give high values; triggered by carbachol at its EC20;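 active = B-score, a plate-corrected calcium signal, over three deviations above library mean, with baseline fluorescence within five deviations of library mean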;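 note: RGS4 expression induced by doxycycline in cells with stable M3 receptor; B-score is computed from the integrated fluorescence ratio over baseline after carbachol; higher B-score means a larger calcium signal and so more RGS4 inhibition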
# SKKanGAS inh: blocks kanamycin growth of S. pyogenes SKKanGAS strain. inhibition, % at 7.5 µM. actives 1.3% (n = 300,000). BacTiter-Glo, 6 h;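 active = mean replicate score, as percent of positive control median, at least 50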;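 note: strain carries kanamycin resistance gene driven by streptokinase promoter and grows in 40 µg/ml kanamycin; loss of luminescence reflects streptokinase promoter inhibition or plain growth inhibition; 0% = median of DMSO wells and 100% = positive control at its reference dose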
# TRPC4 block: blocks the mouse TRPC4 cation channel; Q9QUQ5; HEK293 TRPC4beta/mu-opioid, DAMGO-evoked Fluo4 calcium flux; hits give low values; B-score at 10 µM; actives 0.39% (n = 300,000);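 active = B-score over 3 SD under the library average, no early fluorescence shift, positive overall ratio signal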
# Target sequence (Q9QUQ5 whole entry, looked up): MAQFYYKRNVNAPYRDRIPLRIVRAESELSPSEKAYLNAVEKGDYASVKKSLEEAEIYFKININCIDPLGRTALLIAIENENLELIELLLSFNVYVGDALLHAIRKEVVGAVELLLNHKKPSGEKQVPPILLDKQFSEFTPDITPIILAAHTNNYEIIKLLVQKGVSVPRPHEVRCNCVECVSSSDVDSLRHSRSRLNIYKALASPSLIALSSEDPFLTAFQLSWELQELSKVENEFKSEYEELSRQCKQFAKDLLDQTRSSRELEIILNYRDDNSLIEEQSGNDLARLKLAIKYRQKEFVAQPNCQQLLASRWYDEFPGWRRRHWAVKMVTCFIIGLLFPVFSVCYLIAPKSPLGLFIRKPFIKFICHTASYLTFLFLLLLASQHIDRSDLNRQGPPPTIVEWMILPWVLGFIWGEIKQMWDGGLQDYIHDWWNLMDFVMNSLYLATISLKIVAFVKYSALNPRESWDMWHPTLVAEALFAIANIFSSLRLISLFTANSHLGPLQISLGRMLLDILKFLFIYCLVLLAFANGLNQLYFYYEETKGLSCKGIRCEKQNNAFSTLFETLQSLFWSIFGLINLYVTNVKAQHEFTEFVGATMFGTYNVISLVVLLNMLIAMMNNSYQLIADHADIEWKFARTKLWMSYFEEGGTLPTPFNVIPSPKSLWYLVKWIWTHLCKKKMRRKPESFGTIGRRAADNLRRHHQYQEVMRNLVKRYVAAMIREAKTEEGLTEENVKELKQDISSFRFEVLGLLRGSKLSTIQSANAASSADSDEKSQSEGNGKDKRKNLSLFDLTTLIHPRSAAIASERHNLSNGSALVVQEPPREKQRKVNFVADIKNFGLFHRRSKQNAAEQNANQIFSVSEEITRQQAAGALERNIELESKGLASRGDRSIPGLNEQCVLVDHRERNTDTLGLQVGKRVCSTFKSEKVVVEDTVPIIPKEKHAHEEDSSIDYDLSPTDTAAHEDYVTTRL
#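 Signal: kinetic Fluo4 fluorescence imaging of calcium influx. Material: stable TRPC4beta/mu-opioid receptor HEK293 cells. Probe or stimulus: DAMGO in two steps, submaximal then maximal.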
# HIF activator: HIF pathway transcriptional activation. actives 0.32% (n = 300,000). U2OS HRE-luciferase reporter, luminescence; normalized: DMSO 0%, desferrioxamine 100%. activation, % at 7.5 µM (by protocol). AID 1910;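 active = mean activation of at least 10% of the iron chelator positive control signal, with at least half of replicates also reaching 10%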
# MrgX1 allo act: human MrgX1 positive allosteric modulation, primary screen. MrgX1-HEK293, Fluo-4 calcium flux, FDSS; hits give high values. B-score at 10 µM. actives 0.63% (n = 310,000). Q96LB2;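 active = plate-corrected calcium response at least 3 library SD above typical, normal starting fluorescence, not activating the receptor alone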;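 note: compound read alongside a low EC10 to EC30 dose of BAM8-22 agonist; peak minus trough fluorescence over baseline measured at the second addition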
# TRPC6 activator: mouse TRPC6 channel activation | Q61143 | HEK293-TRPC6 membrane potential dye fluorescence; hits give high values | B-score at 10 µM | actives 0.13% (n = 310,000);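 active = B-score of the integrated fluorescence ratio above library mean plus 3 SD, and starting fluorescence ratio within library mean plus 5 SD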;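 note: higher score means more depolarization so channel activation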
# Platelet DG rel: platelet dense granule release activity; human platelet-rich plasma, SFLLRN dense granule ATP release, luminescence; inhibition, %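 (compounds screened at 7.5 µM in platelet-rich plasma)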; actives 0.22% (n = 300,000);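 active = mean replicate score, as percent of positive control, at or above 50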
# MrgX1 antagonist: blocks BAM8-22 activation of human MrgX1 receptor; B-score at 10 µM; Q96LB2; actives 1.3% (n = 310,000); MRGX1-HEK293 calcium flux, Fluo-4, BAM8-22 antagonism; hits give low values;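 active = calcium-response B-score plate-corrected more than 3 library SD below zero, starting fluorescence within 5 deviations, no agonist response on first addition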;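 note: peak minus trough fluorescence over baseline after final BAM8-22 challenge near maximal dose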
# MrgX1 ag: activates human MrgX1 receptor signaling; actives 0.44% (n = 310,000); MrgX1-HEK293 cells, Fluo-4 calcium fluorescence, agonist mode; hits give high values; Q96LB2; B-score at 10 µM;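 active = calcium response B-score plate-corrected fluorescence ratio at least 3 library SD, with starting fluorescence B-score inside 5 SD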
#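 Material: MrgX1-expressing HEK293 cells; input: 15,000 cells per well; doses: test compound given as first of three sequential additions; schedule: overnight plating before 1 h dye loading; technique: Fluo-4 NW calcium-flux fluorescence, kinetic read; evaluation: baseline-normalised fluorescence change ratio, B-scored; control set: plate-wise positive and negative controls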
# * marks the source's active call; other numbers are inactive results; i = inactive; . = not tested or not shown. Rows are unselected; overall some 6.1% were active at least once.
SMILES,RGS4 pot,TRPC6 inhibitor,RGS4 inh,SKKanGAS inh,TRPC4 block,HIF activator,MrgX1 allo act,TRPC6 activator,Platelet DG rel,MrgX1 antagonist,MrgX1 ag
O=C(CSc1nnc(-c2cccs2)o1)NCc1ccco1,i,i,i,-7,i,0.4,i,i,-28,i,i
COc1ccc(CNc2ncc(-c3ccccc3)n2C)c(OC)c1OC,i,i,i,-1,i,3.0,i,i,2,i,i
Cc1ccc(S(=O)(=O)Nc2cccc(C(=O)NC3CCN(Cc4ccccc4)CC3)c2)cc1F,i,i,i,-5,i,0.5,i,i,-24,i,i
COn1c(-c2ccc(Cl)cc2)nc2ncccc21,i,i,i,-4,i,1.3,i,i,-2,i,i
O=c1cc2ncc(-n3cc([N+](=O)[O-])cn3)cn2[nH]1,i,i,i,1,i,-1.0,i,i,0,i,i
COc1ccccc1-c1cc2nc(C)c(CCC(=O)NCc3ccco3)c(C)n2n1,i,i,i,-1,i,-0.4,i,i,0,i,i
COc1ccccc1NC(=O)CSc1nnc(Cc2cccn2C)n1-c1ccc(F)cc1,i,i,i,3,i,-0.2,i,i,0,i,i
O=C(COC(=O)c1ccc(S(=O)(=O)N2CCCC2)cc1)NCc1cccs1,i,i,i,-4,i,-0.4,i,i,-1,i,i
Cc1ccc(S(=O)(=O)N(CC(=O)Nc2cc(C)ccc2C)C(=O)N2CCN(C)CC2)cc1,i,i,i,-3,i,1.1,i,i,1,i,i
COC(=O)c1ccc(Cn2cnc3c(cnn3-c3ccc(F)cc3)c2=O)o1,i,i,i,-2,i,0.0,i,i,3,i,i
CC1CCc2cc(F)ccc2N1C(=O)CSc1nnc2c(n1)[nH]c1ccccc12 (stereo not drawn),i,i,i,17,i,-0.3,i,i,5,i,i
O=C(CCN1C(=O)/C(=C\c2ccccc2Cl)SC1=S)Nc1cccnc1,i,i,i,41,i,0.3,i,i,-3,i,i
CCCCn1nc2cc(C(=O)NC[C@@H]3CCCO3)ccc2c1OCC,i,i,i,-2,i,-0.2,i,i,-3,i,i
Cc1cc(C)c(OCCCCN(C)C)c(Br)c1,i,i,i,-7,i,0.1,i,i,8,i,i
CC(C)c1cccc(OCCN2CCCC2)c1,i,i,i,1,i,0.2,i,i,4,i,i
O=C(c1ccco1)N1CCN(C(=O)c2ccccc2Oc2ccccc2)CC1,i,-8.1*,i,-3,i,0.4,i,i,-25,-4.6*,i
COCC(=O)Nc1ccc(Br)cc1C,i,i,i,-4,i,0.4,i,i,-13,i,i
O=C1CCc2cc(S(=O)(=O)NCCc3ccccc3)cc3c2N1CC3,i,i,i,-2,i,0.9,i,i,6,i,i
S=c1[nH]ncn1/N=C/c1ccc(N2CCOCC2)cc1,i,i,i,6,i,0.5,i,i,3,i,i
Cc1cccc(N2CCN(S(=O)(=O)c3c(C)[nH]c(=O)[nH]c3=O)CC2)c1C,i,i,i,-14,i,0.0,i,i,3,i,i
Cc1nnc(NC(=O)CSc2cn(Cc3ccccc3)c3ccccc23)s1,i,i,i,1,i,-0.2,i,i,-2,i,i
Cc1ccc(S(=O)(=O)c2cnc3cc(C)nn3c2N)cc1,i,i,i,1,i,-0.8,i,i,16,i,i
COc1ccc(C(=O)NC(=S)Nc2nc(C)c(C(=O)N(C)C)s2)cc1,i,i,i,-3,i,-0.6,i,i,-2,i,i
CCN1C(=O)/C(=C/c2c(C)nn(C)c2C)SC1=S,i,i,i,-2,.,0.6,i,i,-1,i,i
COCCCNC(=O)C(=O)Nc1cc2c3c(c1)CCN3C(=O)CC2,i,i,i,3,i,0.0,i,i,-1,i,i
# Carrying on:
SMILES,RGS4 pot,TRPC6 inhibitor,RGS4 inh,SKKanGAS inh,TRPC4 block,HIF activator,MrgX1 allo act,TRPC6 activator,Platelet DG rel,MrgX1 antagonist,MrgX1 ag
CCOC(=O)N1CCc2c(sc3c2c(=O)n(Cc2ccccc2)c(=O)n3CC(=O)NCC2CCCO2)C1 (stereo not drawn),i,i,i,3,i,-0.4,i,i,1,i,i
CCOc1ccc(/C=N/OC(C)C(=O)NCc2ccc3c(c2)OCO3)cc1 (stereo not drawn),i,i,i,-5,i,-0.1,i,i,3,i,i
CCn1c(SCC(=O)Nc2ccccc2OC)nnc1-c1cnccn1,i,i,i,3,i,0.6,i,i,0,i,i
COc1ccc(S(=O)(=O)N2CCC(C(=O)Nc3nnc(CCN4CCCCC4)s3)CC2)cc1,i,i,i,.,i,0.8,i,i,12,i,i
CCN(CC1CCCO1)C(=O)C1CCN(C2CCN(Cc3ccccc3C)CC2)CC1 (stereo not drawn),i,i,i,1,i,0.4,i,i,-3,i,i
CCCCNC(=O)CCC(=O)Nc1ccc2nc(N3CCN(C)CC3)cc(C)c2c1,i,i,i,-9,i,0.4,i,i,-6,i,i
COCCn1cc(C(=O)N2CCN(C)CC2)c2c3ccccc3n(C)c2c1=O,i,i,i,2,i,0.0,i,i,-12,i,i
CCn1c(SCC(=O)Nc2ccccc2)nc2ccccc2c1=O,i,i,i,-2,-5*,-0.2,i,i,1,i,i
Clc1ncccc1OCc1ccccc1,i,i,i,9,i,1.4,i,i,6,i,i
NC(=O)CC(NC(=O)c1ccccc1)c1ccc(NCCc2ccc(Cl)cc2)c([N+](=O)[O-])c1 (stereo not drawn),i,i,i,13,i,0.0,i,i,-1,i,i
CC(C)C[C@@H](CO)N1CCN(Cc2cccc(C#N)c2)CCC1=O,i,i,i,-1,i,-0.7,i,i,-2,i,i
COCCn1c(CNc2ccc(F)cc2)nnc1SCC(=O)Nc1ccc(OC)cc1OC,i,i,i,-1,i,0.1,i,i,-4,i,i
COC(=O)CN1C(=O)C2(C(C#N)=C(N)Oc3n[nH]c(-c4cccs4)c32)c2ccccc21 (stereo not drawn),i,i,i,2,i,1.1,i,i,-4,i,i
O=C1CCCN1CCCNS(=O)(=O)c1ccc(Cl)c(C(=O)N2CCOCC2)c1,i,i,i,-7,i,0.2,i,i,-7,i,i
CCC(C)(C)NC(=O)C(c1cccc(OC)c1OC)N(CCC(C)C)C(=O)CCC(=O)Nc1cc(C)on1 (stereo not drawn),i,i,i,0,i,-0.6,i,i,-3,i,i
Cc1c(C(=O)N2CCOCC2)c(S(=O)(=O)Nc2cccc(Br)c2)c(C)n1C,i,i,i,-5,i,0.1,i,i,-11,i,i
Cc1ccc(/C=N/NC(=O)Cc2ccc(Cl)cc2)c(O)c1,i,i,i,101*,i,2.4,i,i,12,i,i
COc1cc(C2C(C(C)=O)=C(O)C(=O)N2CCN2CCOCC2)ccc1O (stereo not drawn),i,i,i,1,i,0.4,i,i,-2,i,i
CCc1ccc(NC(=O)CSc2nnc(-c3cnccn3)n2C)cc1,i,i,i,0,i,1.1,i,i,3,i,i
COc1ccc(CNC(=O)CN2C(=O)CCSc3ccc(S(=O)(=O)N4CCCC4)cc32)cc1,i,i,i,1,i,-0.3,i,i,-22,i,i
COc1ccc(CN(C(=O)c2cccs2)c2ccccc2)cc1,i,i,i,-4,i,-47,i,i,-31,i,i
O=C(CSc1nncn1-c1cccnc1)Nc1cccc(C(F)(F)F)c1,i,i,i,-2,i,0.6,i,i,10,i,i
CCc1nnc(NC(=O)CCC(=O)NCc2ccccc2Cl)s1,i,i,i,-2,i,-0.3,i,i,0,i,i
CN(C)S(=O)(=O)c1ccc(NC(=O)CCCNC(=O)c2ccc(Cl)cc2)cc1,i,i,i,-3,i,-2.6,i,i,5,i,i
O=C(OCc1nc2ccccc2s1)c1ccco1,i,i,i,-4,i,3.1,i,i,-9,i,i
# Further records:
SMILES,RGS4 pot,TRPC6 inhibitor,RGS4 inh,SKKanGAS inh,TRPC4 block,HIF activator,MrgX1 allo act,TRPC6 activator,Platelet DG rel,MrgX1 antagonist,MrgX1 ag
Cc1ccc(NC(=O)Nc2ccc3c(c2)N(C)C(=O)CS3)nc1,i,i,i,7,i,1.2,i,i,5,i,i
O=C1CCC/C(=N/NC(=O)c2sc3ccccc3c2Cl)C1,i,i,i,12,i,-0.2,i,i,-1,i,i
COc1ccc(C2(C)NC(=O)N(CC(=O)Nc3ccc4c(c3)OCO4)C2=O)cc1OC (stereo not drawn),i,i,i,11,i,0.2,i,i,0,i,i
Cc1ccc2cccc(NC(=S)NC(=O)c3c(Br)cnn3C)c2n1,i,i,i,-7,i,-0.6,i,i,-4,i,i
O=C(c1ccccc1F)N1CCN(c2ccccn2)CC1,i,i,i,0,i,0.3,i,i,11,i,i
CC(C)(C)C1CCC(=NNC(=O)C(=O)NCc2cccnc2)CC1 (stereo not drawn),i,i,i,0,i,-0.3,i,i,-1,i,i
CCn1cc(S(=O)(=O)NCCc2ccccc2OC)cn1,i,i,i,-3,i,-0.1,i,i,-24,i,i
O=C(Nc1ccccc1C(=O)O)c1cccc(NC(=O)c2ccc(Br)o2)c1,i,i,i,83*,i,0.2,17*,i,-1,i,i
CC1Cn2c(COc3ccccc3)nnc2S1 (stereo not drawn),i,i,i,-1,i,0.1,i,i,-1,i,i
COCCOC(=O)C1=C(C)NC2=C(C(=O)CC(C)(C)C2)C1c1ccc(N(C)C)cc1 (stereo not drawn),i,i,i,-5,i,-0.1,i,i,-5,i,i
CCOc1ccccc1NS(=O)(=O)c1c(C)[nH]c(C)c1C(=O)N1CCCCC1,i,i,i,-5,i,-0.4,i,i,-1,i,i
O=C(O)c1cncc(SCc2ccccc2)n1,i,i,i,-2,i,-0.1,i,i,-2,i,i
Cc1nnc(NC(=O)c2ccccc2C(=O)O)s1,i,i,i,5,i,-0.2,i,i,10,i,i
N#Cc1nc(Cc2cccc3ccccc23)oc1NCc1ccc2c(c1)OCO2,i,i,i,27,i,-0.1,i,i,-1,i,i
CCOC(=O)CSc1n[nH]c(NS(=O)(=O)c2ccccc2C(F)(F)F)n1,i,i,i,-4,i,-0.3,i,i,7,i,i
C#CCOCCOCCOCCNc1nc(N2CCOCC2)nc(N2CCN(C(=O)[C@H]([C@@H](C)CC)n3cc(CCCN=C(N)N)nn3)CC2)n1,i,i,i,-4,i,-0.2,i,i,-1,i,i
